Runt-CBFb FRET = blocks binding of human RUNX1 Runt domain to CBFb. inhibition, % at 20 µM. 0.46% of 220,000 active. Cerulean-Runt/Venus-CBFb FRET ratio 530/480, 1 h;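 active means inhibition over about 50% at 20 µM in the single-dose screen, limit read from the data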;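 further: 0% = DMSO wells and 100% = excess unlabeled CBFb competitor control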
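System: Cerulean-labeled Runt domain protein | Quantity: 100 nM of each labeled protein | Schedule: 1 h compound exposure, room temperature | Detection: Fluorescence energy transfer, 422 nm excitation, 530/480 nm emission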
Thrombin inh = inhibitors of human thrombin; AID 1046; inhibition, % at 5 µM; P00734; alpha-thrombin, Boc-VPR-AMC fluorogenic substrate cleavage; 0.26% of 220,000 active;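 active means inhibition at or above 40%; inactive means inhibition below 40%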;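 further: 0% = enzyme with no compound and 100% = wells without enzyme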
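Material: human alpha-thrombin protein. Incubation: reaction at ambient temperature. Technique: fluorescence of released AMC, ex 355 nm, em 460 nm. Control set: no-compound enzyme wells and no-enzyme blanks. Also added: Boc-VPR-AMC substrate, 15 µM final. Buffer or medium: pH 7.5 Tris (50 mM) with NaCl 150 mM, Tween 20 0.05%.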
hK5 inh = kallikrein 5 (human) inhibition; Q9Y337; recombinant hK5, fluorogenic AMC substrate cleavage; inhibition, % at 5 µM; 0.59% of 210,000 active; AID 873;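 active means inhibition of 40% or more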;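 further: 0% = enzyme controls without compound and 100% = no-enzyme blanks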
Target sequence (Q9Y337 67-293 limits assumed): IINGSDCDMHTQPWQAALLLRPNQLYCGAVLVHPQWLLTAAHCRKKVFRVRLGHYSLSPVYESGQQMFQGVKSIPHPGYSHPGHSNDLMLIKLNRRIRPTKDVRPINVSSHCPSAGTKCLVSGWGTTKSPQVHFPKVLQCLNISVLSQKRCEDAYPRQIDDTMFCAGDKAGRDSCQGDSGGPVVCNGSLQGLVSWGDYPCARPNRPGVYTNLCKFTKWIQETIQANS
Wee1 stabilizer = human Wee1 degradation inhibition, primary screen. reporter increase, % at 5 µM. HeLa Luc-Wee1K328M stability, luciferase luminescence; 100% = proteasome inhibitor MG132 effect. 1.2% of 220,000 active. AID 1321. P30291;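 active means activation above the mean of all tested compounds plus 3 SD, set per screening run, cut at about 8.8% in these data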;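 further: cells exposed to compound for 20 h before luminescence read; 0% = DMSO alone and 100% = MG132 at 30 µM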
FXIa inh 1536 = factor XIa (human) inhibition; P03951; purified FXIa, Boc-Glu-Ala-Arg-AMC fluorogenic substrate; inhibition, % at 5 µM; 0.14% of 220,000 active; AID 798;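 active means inhibition of at least 40%; inactive means inhibition below 40%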;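 further: fluorescence of freed AMC excited at 355 nm; 0% = enzyme without compound and 100% = no enzyme blank; many of its hits are not listed in these tables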
Hck-Nef inh = blocks Nef-activated human Hck kinase. 0.68% of 220,000 active. inhibition, % at 20 µM. P08631. Recombinant Hck-YEEI plus Nef, Z-Lyte FRET kinase assay;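 active means Hck-Nef kinase inhibition above about 50%, limit read from the data; inactive means inhibition below that limit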;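 further: 0% = DMSO with Hck plus Nef and 100% = Hck alone without Nef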
Target sequence (P08631 whole entry, looked up): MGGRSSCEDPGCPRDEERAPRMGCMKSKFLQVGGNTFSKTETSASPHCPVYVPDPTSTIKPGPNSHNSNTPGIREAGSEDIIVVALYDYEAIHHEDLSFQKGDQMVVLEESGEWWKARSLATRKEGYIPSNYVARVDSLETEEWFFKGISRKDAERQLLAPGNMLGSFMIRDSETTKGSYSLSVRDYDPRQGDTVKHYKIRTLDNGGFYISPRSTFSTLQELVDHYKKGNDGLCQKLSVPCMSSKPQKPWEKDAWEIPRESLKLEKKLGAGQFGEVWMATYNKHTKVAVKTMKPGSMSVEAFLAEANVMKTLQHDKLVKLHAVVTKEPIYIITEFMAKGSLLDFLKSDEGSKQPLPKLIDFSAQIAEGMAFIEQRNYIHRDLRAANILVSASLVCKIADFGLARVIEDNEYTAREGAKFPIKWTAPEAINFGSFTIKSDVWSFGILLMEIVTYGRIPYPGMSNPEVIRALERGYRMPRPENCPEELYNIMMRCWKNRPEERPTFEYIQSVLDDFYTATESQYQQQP
14-3-3 Bad PPI = disrupts binding of bovine 14-3-3 zeta to phospho-Bad peptide; TR-FRET 14-3-3zeta/Dy647-pBad peptide displacement, 1 h; inhibition, % at 21.7 µM; 0.71% of 220,000 active;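 active means inhibition above about 70%, limit read from the data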;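 further: 0% = full 14-3-3 plus peptide FRET controls and 100% = background without 14-3-3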
Target sequence (P63103 whole entry, looked up): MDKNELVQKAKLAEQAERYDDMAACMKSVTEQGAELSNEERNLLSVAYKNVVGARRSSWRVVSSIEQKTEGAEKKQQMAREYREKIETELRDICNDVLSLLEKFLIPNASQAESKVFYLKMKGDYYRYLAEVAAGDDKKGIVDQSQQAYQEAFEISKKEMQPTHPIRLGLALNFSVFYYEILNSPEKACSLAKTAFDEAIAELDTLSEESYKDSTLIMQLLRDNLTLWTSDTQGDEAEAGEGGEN
Runt-SMMHC FRET = Runt domain-CBFb-SMMHC interaction inhibition. inhibition, % at 20 µM. AID 1434. 0.74% of 220,000 active. Q01196+Q13951. Cerulean-Runt/Venus-CBFb-SMMHC FRET ratio 530/480, 1 h;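 active means mean inhibition across duplicate retests at 20 µM reaching about 50%, limit read from the data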;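 further: 0% = DMSO wells and 100% = wells with excess untagged CBFb-SMMHC; inhibitors lower the FRET ratio by blocking Runt binding to CBFb-SMMHC; some results filed as inactive read as strong as hits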
FXIIa inh = inhibitors of human coagulation factor XIIa; inhibition, % at 5 µM; 0.3% of 220,000 active; purified FXIIa, Boc-QGR-AMC fluorogenic substrate, 2 h; P00748; in the data active means inhibition above about 40%;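 further: 0% = enzyme with no compound and 100% = blank without enzyme; many of its hits are not listed in these tables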
The depositor's hits bear a star; nt = not tested or not shown; [ ] = remark or other dose.

Below each compound: Runt-CBFb FRET | Thrombin inh | hK5 inh | Wee1 stabilizer | FXIa inh 1536 | Hck-Nef inh | 14-3-3 Bad PPI | Runt-SMMHC FRET | FXIIa inh
CC(C)(C)C1CCc2sc(-c3nnc(CCl)o3)cc2C1 (stereo not given)
    -2 | -5 | 0 | -1 | -1 | 24 | -10 | -1 | 5
O=C(CCN1CCN(c2ccccc2)CC1)Nc1nccs1
    3 | -4 | -3 | 0 | -9 | 0 | -17 | 0 | 3
Cc1ccccc1CC(=O)N1CCCC(CCC(=O)N2CCN(c3ccccn3)CC2)C1 (stereo not given)
    2 | -6 | 4 | -1 | 1 | 13 | 10 | 0 | 7
COc1cc(OC)c(C(=O)OCC(=O)c2cc(C)n(CC3CCCO3)c2C)cc1OC (stereo not given)
    0 | -1 | -2 | -1 | 0 | 25 | -4 | 2 | 2
Cc1ccc2nc(C)cc(N/N=C/c3cccnc3)c2c1
    nt | 6 | 2 | 1 | -1 | 23 | -29 | nt | 5
COc1ccc(Br)cc1CN1CCCCCCC1
    0 | 2 | -9 | 3 | 6 | 3 | 66[fluorescence artefact?] | 2 | 10
CCS(=O)(=O)N1CCN(c2c(Cl)cccc2[N+](=O)[O-])CC1
    -2 | -4 | -20 | 0 | -9 | -1 | 15 | -5 | -4
O=C(CNc1ccccc1)N/N=C/c1ccc([N+](=O)[O-])cc1
    0 | -4 | -30 | 2 | 9 | 2 | -16 | 4 | 8
CCOc1ccc(-c2cc(C(=O)N3CCN(C)CC3)c3ccccc3n2)cc1
    2 | 0 | -56 | 17* | -5 | -3 | -3 | -4 | 7
CC1CCCN(C(=O)CSc2nnc(-c3ccc(S(=O)(=O)N4CCOCC4)cc3)n2C)C1 (stereo not given)
    -1 | 1 | -3 | -2 | 0 | 2 | 85*[fluorescence artefact?] | 2 | 1
Cc1cc(C)c2nc(N3CCCC(C(=O)N4CCN(c5ncccn5)CC4)C3)sc2c1 (stereo not given)
    -1 | 1 | 0 | 1 | 2 | -1 | 0 | -4 | 10
O=C(CC1SC(=Nc2ccccc2)N(CCc2c[nH]c3ccccc23)C1=O)Nc1ccccc1F (stereo not given)
    10 | -9 | 0 | 4 | 6 | 8 | 1[fluorescence artefact?] | 6 | 9
Fc1ccc(-n2c(Cc3ccccc3)nnc2SCc2nc(-c3ccc(Cl)cc3)no2)cc1
    -12 | 4 | -14 | 4 | 3 | -1 | -1 | -2 | 22
O=C(NCCc1ccccn1)C1CC(=O)N(Cc2ccccc2Cl)C1 (stereo not given)
    -2 | 0 | -4 | -1 | 2 | 0 | nt | -1 | 11
CCOC(=O)CNC(=O)c1ccccc1
    nt | -1 | -9 | -2 | -2 | 1 | 8 | 3 | 13
Cc1ccc(S(=O)(=O)CCc2nc3ccccc3n2CCC#N)cc1
    0 | -10 | -2 | 0 | 5 | -7 | -4 | 0 | 1
O=C(NCc1ccc(F)cc1)c1noc2c1CCCC2
    54* | 1 | -11 | 1 | 2 | 0 | 1[fluorescence artefact?] | -1 | 0
CCC(C)(C)NC(=O)CN(C(=O)c1snc(C(N)=O)c1N)c1ccc2c(c1)OCO2
    -1 | -8 | -1 | -1 | -8 | 1 | 0 | 3 | -9
CC(C)CCNC(=O)C(CC(C)C)N(Cc1ccc2c(c1)OCO2)C(=O)c1snc(C(N)=O)c1N (stereo not given)
    0 | -6 | 2 | -2 | 3 | 22 | -1 | 4 | 10
Cc1ccc(C(=O)N2CCC3(CC2)Oc2ccc(F)cc2C(=O)C32CC(c3ccccc3)=NO2)s1 (stereo not given)
    -1 | 2 | 3 | nt | 5 | 26 | -2 | 0 | 12
COc1ccc(N2C(=O)CC(N3CCN(c4ccc(S(=O)(=O)N5CCCC5)cc4)CC3)C2=O)cc1 (stereo not given)
    2 | -11 | -13 | -1 | -3 | 2 | -8 | -4 | 5
COc1ccc(/C=N/NC(=O)c2nc(Cl)c(Cl)c(N)c2Cl)cc1COc1ccccc1F
    -8 | -3 | -7 | 6 | 0 | 2 | 14 | -6 | 7
CCCc1ccc(C(=O)NNc2cc(Cl)ccc2Cl)cc1
    5 | -7 | -6 | -2 | -5 | 2 | -9 | 2 | 6
CCOC(=O)CNC(=S)N(Cc1ccc(C)cc1)Cc1ccc(C)o1
    6 | 5 | -16 | 3 | 7 | 3 | -25[fluorescence artefact?] | -1 | 10
COc1ccc(C(CCN2CCCC2)c2c(O)cc(OC)cc2OC)cc1 (stereo not given)
    3 | -9 | 4 | nt | 10 | 2 | -3 | 2 | 2
CCCn1c(=O)n(C)c(=O)c2c(SCC(=O)NC34CC5CC(CC(C5)C3)C4)nc(CC(C)C)nc21
    -7 | -4 | -1 | -1 | 6 | 1 | 9[fluorescence artefact?] | 2 | 3
CN(CCO)CC(O)CN(c1ccccc1)c1ccccc1 (stereo not given)
    0 | -3 | 4 | -1 | 10 | -5 | 0 | -8 | 5
CCCCn1c(SCC(=O)c2ccc(OCC)cc2)nc2cc(S(N)(=O)=O)ccc21
    -4 | -3 | -5 | 0 | -1 | 2 | -19 | -4 | 0
COc1ccc(Br)c(C(=O)Nc2ccc(F)cc2)c1
    0 | -4 | 1 | -3 | 6 | 2 | 1 | -4 | 7
COc1ccc(-c2cc3nc(-c4ccccc4)cc(N4CCCC(O)C4)n3n2)cc1 (stereo not given)
    -6 | -8 | 4 | -1 | -1 | 28 | -1 | -5 | 5

Part of the list above with just Runt-SMMHC FRET and FXIa inh 1536:
smiles,Runt-SMMHC FRET,FXIa inh 1536
Fc1ccc(-n2c(Cc3ccccc3)nnc2SCc2nc(-c3ccc(Cl)cc3)no2)cc1,-2,3
CCS(=O)(=O)N1CCN(c2c(Cl)cccc2[N+](=O)[O-])CC1,-5,-9

The results go on:
Below each compound: Runt-CBFb FRET | Thrombin inh | hK5 inh | Wee1 stabilizer | FXIa inh 1536 | Hck-Nef inh | 14-3-3 Bad PPI | Runt-SMMHC FRET | FXIIa inh
Cc1ccc(CNC(=O)C2CCCN(Cc3cnn(-c4ccccc4)c3-n3cccc3)C2)cc1 (stereo not given)
    -6 | -3 | -14 | -1 | -1 | 1 | 3 | 1 | 13
C/C(=C/CCC(C)[C@H]1CC[C@@]2(C)C3=C(CC[C@]12C)[C@@]1(C)CCC(=O)C(C)(C)[C@@H]1CC3)C(=O)O (stereo not given in full)
    -33 | 4 | 5 | 3 | 6 | 100* | -2 | -28 | 10
O=C(NCCN1CCOCC1)c1c[nH]c2ccc(S(=O)(=O)N3CCOCC3)cc2c1=O
    1 | -1 | -11 | 1 | 3 | 2 | 2 | 3 | 15
FC(F)(F)c1ccc(C2[C@H]3CN(Cc4cccnc4)[C@H](c4ccccc4)C34CC2(c2ccccc2)C4)cc1 (stereo not given in full)
    2 | 6 | 2 | nt | 2 | 14 | 0 | -1 | 5
O=C(CCNS(=O)(=O)c1ccc(Br)cc1)NC1CCCCC1
    -1 | 7 | 6 | 4 | 3 | 4 | 1 | 2 | 13
Cc1cccc(OCc2nnc(SC(C)C(=O)O)n2Cc2ccccc2)c1 (stereo not given)
    0 | -11 | 1 | 4 | -3 | 17 | 7 | 2 | 7
CC(Sc1ccc(Cl)cc1)C(=O)Nc1ccccc1C(=O)N1CCOCC1 (stereo not given)
    0 | 2 | -10 | 0 | -4 | -19 | -2 | 2 | 5
CC(C)(c1ccccc1)c1ccc(OCCCN2CCNCC2)cc1
    2 | -10 | 1 | 0 | -1 | 19 | 64 | -2 | 4
CCc1ccc(NC(=O)CS(=O)CC(=O)NC(C)CCc2ccco2)cc1 (stereo not given)
    -3 | -1 | 5 | -3 | 6 | -4 | 14 | 4 | 11
CCSc1nc(-c2ccco2)ccc1C#N
    4 | -2 | 2 | -3 | -6 | 0 | -8 | 8 | -3
O=C(/C(=N/N=C/c1ccc(O)c(O)c1)c1ccccc1)c1ccccc1
    -4 | -1 | -2 | -5 | 5 | 2 | -8 | -3 | 4
O=C(N/N=C\c1ccccc1)c1sccc1-n1cccc1
    1 | -3 | 0 | -2 | -4 | 3 | -9 | 0 | 2
CC1C/C(=N\NC(=O)c2cccnc2)CC(C)(C)C1 (stereo not given)
    -1 | -1 | -5 | -2 | 0 | 25 | -7 | -2 | -2
O=C(NNC(=O)c1cccc(S(=O)(=O)N2CCc3ccccc32)c1)c1ccccc1
    2 | -3 | 2 | 1 | -2 | 8 | -3 | 1 | 5
O=C(CN(Cc1ccc2c(c1)OCO2)C(=O)CSc1nc2ccccc2o1)NC1CCCCC1
    -2 | 8 | 10 | -2 | 1 | 1 | -1[fluorescence artefact?] | -4 | 13
O=C(Cc1cccs1)N(c1ccc(Br)cc1)C1C=CS(=O)(=O)C1 (stereo not given)
    0 | -1 | -3 | 4 | 1 | -2 | -4 | 2 | 3
CCOC(=O)C1(CCCc2ccccc2)CCN(C(=O)Cc2nonc2C)CC1
    -2 | -6 | -4 | 5 | -7 | -4 | -7 | -1 | 5
COC(=O)CNS(=O)(=O)c1ccc(OC)cc1
    nt | 6 | 1 | -3 | 7 | 1 | -2 | -6 | 20
NC(=O)c1ccc(NC(=O)COC(=O)C2(c3cccc(F)c3)CCCC2)cc1
    -1 | -24 | -7 | -1 | -10 | 15 | -4 | -1 | 5
COc1cc(NC(=O)c2ccc3c(=O)n(Cc4ccco4)c(=S)[nH]c3c2)cc(OC)c1OC
    6 | 4 | 0 | 2 | 22 | 2 | 35[fluorescence artefact?] | -5 | 26
CC1CC(C)CN(S(=O)(=O)c2ccc(C(=O)NCc3ccco3)cc2)C1 (stereo not given)
    -2 | 0 | -25 | -2 | -7 | 8 | -26 | -1 | -7
CCOC(=O)c1c(-c2ccc(C)cc2C)csc1NC(=O)CSc1nnnn1C
    -9 | 1 | 6 | -3 | 5 | -9 | -1 | 0 | 7
COc1ccc(NC(=O)CSc2ncnc3c2nnn3-c2ccc(F)cc2)c(OC)c1
    0 | 7 | nt | 0 | 6 | -14 | 15 | -4 | 21
Cc1nn(C)cc1/C=N/NC(=O)Cn1nccc1C
    0 | -3 | 1 | -1 | 9 | 3 | 13 | -3 | 8
CC(O)CNCCCOc1cccc(C(F)(F)F)c1 (stereo not given)
    0 | 2 | -7 | 2 | 7 | 1 | -17 | -4 | 4
COc1ccc(C(=O)c2ccc(N(C)C)cc2)c2ccccc12
    0 | -2 | -8 | 5 | 0 | 10 | -8 | 2 | 5
COc1ccc(-c2cc(C(=O)OCC(=O)c3cccc([N+](=O)[O-])c3)c3cc(C)ccc3n2)cc1
    -1 | -1 | -13 | 1 | 8 | 2 | -6 | 8 | 3
COc1ccc(OC)c(/C=N/NC(=O)CSc2cc(C)nc3c(OC)cccc23)c1
    -1 | -10 | -2 | 3 | -4 | 22 | 86* | 2 | 7

High-throughput results: PubChem, several laboratories
